MEX-5 binding – C. elegans MEX-5 TCR-2 RNA binding activity. actives 0.38% (n = 300,000). activity score (negative = inhibition of binding), % at 10 µM. AID 1832. MEX-5/FITC-TCR2 RNA binding, fluorescence polarization; stronger effect = lower value;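 active means inhibition past about -25% in most replicates, and total fluorescence under double the plate's negative control median, limit read from the data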;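 further: 0% = DMSO and -100% = 5 µM competing unlabeled TCR2 RNA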
Target sequence (Q9XUB2 whole entry, looked up): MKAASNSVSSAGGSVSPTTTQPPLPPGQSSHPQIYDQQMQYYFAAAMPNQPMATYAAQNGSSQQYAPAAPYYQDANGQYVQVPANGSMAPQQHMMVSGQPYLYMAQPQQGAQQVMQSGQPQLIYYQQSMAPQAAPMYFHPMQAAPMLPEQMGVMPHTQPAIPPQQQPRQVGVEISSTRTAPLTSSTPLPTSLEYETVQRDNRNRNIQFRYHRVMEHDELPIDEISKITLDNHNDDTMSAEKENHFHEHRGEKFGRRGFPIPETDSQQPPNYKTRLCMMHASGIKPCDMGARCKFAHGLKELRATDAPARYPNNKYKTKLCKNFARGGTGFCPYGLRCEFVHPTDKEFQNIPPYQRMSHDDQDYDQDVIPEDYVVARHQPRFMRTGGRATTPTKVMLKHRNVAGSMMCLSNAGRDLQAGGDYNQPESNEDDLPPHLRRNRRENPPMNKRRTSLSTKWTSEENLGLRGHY
Efflux pump inh – antifungal efflux pump inhibition, Nile Red retention; S. cerevisiae Candida pump triplex; inhibition, % at 10 µM; actives 0.44% (n = 330,000); AID 485275;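 active means plate passing quality check with inhibition over a set limit, or well fluorescence over plate mean plus 4 SD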;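 further: Nile Red retained in pooled yeast measured as flow cytometry median fluorescence; 0% = buffer negative control and 100% = Enniatin B positive control; higher means more Nile Red kept so more efflux inhibition; some compounds called inactive have numbers as strong as hits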
EBNA-1 inh – blocks EBNA-1 binding to DNA; EBNA-1 DNA binding, fluorescence polarization; inhibition, % at 14.8 µM; actives 0.34% (n = 300,000); in the data active means inhibition above about 28%
Fam108B inh – blocks mouse Fam108B hydrolase in RBBP9 counter-screen; recombinant Fam108B, FP-Rh probe fluorescence polarization; AID 1947; actives 0.33% (n = 300,000); inhibition, % at 9.51 µM;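 active means inhibition above the screen mean inhibition plus 3 SD, computed separately per campaign, cut at about 18% in these data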;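 further: inhibitors lower polarization as less probe binds the enzyme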
MCL1-BIM inh – inhibitors of human MCL1 binding to BIM-BH3 peptide; Q07820; AID 2057; actives 0.68% (n = 320,000); GST-MCL1 / FITC-Bim-BH3 fluorescence polarization; inhibition, % at 10.9 µM;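 active means inhibition above the mean inhibition of all tested compounds plus 3 SD, set per campaign, cut at about 40% in these data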;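 further: 0% = DMSO wells and 100% = unlabeled Bim-BH3 peptide control; higher means more loss of mP so more displacement of Bim peptide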
ZTA DNA inh – blocks Epstein-Barr virus ZTA, an EBNA-1 counter-screen. P03206. ZTA-DNA binding, fluorescence polarization. inhibition, % at 11 µM. actives 0.15% (n = 320,000). AID 2234; in the data active means inhibition above about 33%
Target sequence (P03206 whole entry, looked up): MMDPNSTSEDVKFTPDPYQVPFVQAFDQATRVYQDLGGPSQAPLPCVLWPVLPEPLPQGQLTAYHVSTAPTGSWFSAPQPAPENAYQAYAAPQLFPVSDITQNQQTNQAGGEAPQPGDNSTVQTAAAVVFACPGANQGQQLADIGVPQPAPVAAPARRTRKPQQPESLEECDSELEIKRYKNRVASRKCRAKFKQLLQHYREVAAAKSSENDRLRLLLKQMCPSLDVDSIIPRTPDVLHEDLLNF
CR mimetic SO – lowers age-related superoxide in aged yeast cells. superoxide response (% of plate mean), % at 10 µM. actives 0.18% (n = 330,000). AID 2690. S. cerevisiae aged cells, superoxide DHE fluorescence; stronger effect = lower value;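 active means superoxide response under a set limit, about three screen SD below normal, cut at about 65% in these data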;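 further: yeast aged for seven days with compound at 30 °C before DHE staining; 100% = average MFI of all compound-treated wells on the plate with controls excluded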
GLD-1 RNA inh – GLD-1-TGE RNA interaction inhibition (C. elegans); Q17339; purified GLD-1 + fluorescein TGE RNA, fluorescence polarization; inhibition, % at 5.96 µM; actives 0.44% (n = 320,000); AID 2280;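 active means percent inhibition above a per-plate cutoff, the plate mean of test compounds plus 3 SD, cut at about 30% in these data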;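 further: 0% = DMSO wells with GLD-1 and probe and 100% = wells lacking GLD-1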
BCLXL inh – inhibitors of human Bcl-xL. GST-Bcl-xL / FITC-Bim BH3 peptide fluorescence polarization. inhibition, % at 10.9 µM. actives 0.7% (n = 320,000);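 active means inhibition above the mean of all tested compounds plus 3 SD, cutoff set per campaign, cut at about 30% in these data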;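 further: 0% = DMSO wells and 100% = unlabeled Bim-BH3 peptide competitor; inhibitors lower millipolarization by displacing the labeled peptide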
Target sequence (Q07817 whole entry, looked up): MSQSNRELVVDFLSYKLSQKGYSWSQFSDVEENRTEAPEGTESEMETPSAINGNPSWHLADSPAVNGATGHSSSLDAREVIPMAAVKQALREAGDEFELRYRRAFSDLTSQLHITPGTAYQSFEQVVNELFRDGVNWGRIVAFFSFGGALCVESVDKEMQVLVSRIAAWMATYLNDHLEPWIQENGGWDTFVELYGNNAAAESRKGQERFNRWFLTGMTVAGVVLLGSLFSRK
Starred values were filed as active, the others as inactive; x = no result given.

SMILES | MEX-5 binding | Efflux pump inh | EBNA-1 inh | Fam108B inh | MCL1-BIM inh | ZTA DNA inh | CR mimetic SO | GLD-1 RNA inh | BCLXL inh
CNC(=O)c1ccc(NC(=O)CC23CC4CC(CC(C4)C2)C3)cc1 | -1.0 | 0.6 | -18 | -5 | -9 | 5 | 95 | -3 | 4
CCOC(=O)c1ccc(N=c2sc(C(=O)OC)cc(=O)n2Cc2ccc3c(c2)OCO3)cc1 | 0.1 | 0.2 | -2 | -2 | 3 | 8 | 94 | 5 | 9
CCOc1ccc(NC(=O)COC(=O)c2cc([N+](=O)[O-])ccc2N2CCOCC2)cc1 | -0.4 | -0.2 | 1 | 8 | -2 | -15 | 108 | -2 | -3
COC(=O)c1sccc1NC(=S)N1CC(C)CC(C)C1 (stereo not drawn) | 0.3 | -0.2 | -7 | -1 | 13 | -1 | 77 | 9 | 1
CNC(=O)NC(=O)COC(=O)CCCOc1ccc(OC)cc1 | 0.1 | 0.0 | -9 | 3 | 5 | -3 | 108 | -1 | 8
Cc1cccc(NC(=O)Cn2cccc2)c1 | 1.8 | -0.1 | 5 | -2 | 9 | 16 | 77 | -8 | 0
S=C(Nc1ccccc1)c1nc2ccccc2s1 | 0.5 | 0.1 | -4 | 3 | 6 | -14 | 100 | 3 | 2
Cc1cc(C)c2c(=O)[nH]c(SCC(=O)N3CCCCC3)nc2n1 | 2.1 | -0.1 | 6 | 4 | 6 | 2 | 101 | 6 | 4
C#CCNC(=O)C1=C[C@H](c2csc3ccccc23)C[C@H](OCCCCO)O1 | 3.2 | 0.1 | 9 | 0 | -4 | -5 | 96 | 2 | -4
O=C(CNC1CCCCCC1)Nc1ccccc1N1CCCCC1 | 0.9 | 0.4 | -20 | 2 | 5 | 7 | 97 | 0 | 2
Cc1nc(C)c(C(=O)Nc2cccc(F)c2)s1 | -0.9 | 0.0 | -3 | -2 | -12 | 18 | 114 | -5 | -7
Cc1ccc(CNS(=O)(=O)c2cn(C)cn2)cc1 | -0.6 | 0.0 | 4 | 2 | 3 | 3 | 96 | 3 | 8
O=C(NC1C(=O)NNC1c1ccccc1)c1ccccc1 (stereo not drawn) | -0.8 | 0.1 | -7 | 2 | -12 | 5 | 113 | -5 | -4
Cc1ccc([N+](=O)[O-])c2c1C(N1CC(C)OC(C)C1)C(C)(C)O2 (stereo not drawn) | 2.1 | -0.4 | 0 | -6 | -4 | -21 | 109 | -7 | 2
CCOc1ccc(S(=O)(=O)Nc2nc3ccccc3nc2-n2ccc(=NC(=O)c3cccs3)cc2)cc1 | -4.0 | 0.1 | 0 | -5 | 2 | -1 | 92 | 2 | -3
CSCCC(NC(=O)c1ccc(Cl)cc1Cl)C(=O)OC(C)C(=O)NCc1ccco1 (stereo not drawn) | -0.8 | 0.0 | -1 | 1 | -4 | -9 | 110 | -2 | -8
Cc1noc(C)c1C(=O)OC(C)C(=O)N(C)c1ccccc1 (stereo not drawn) | x | 0.0 | x | x | 7 | 4 | 97 | 3 | 3
COCCCn1c(SCC(=O)N(C)C)nnc1-c1ccccc1 | -0.1 | -0.1 | 4 | -2 | 3 | -3 | 90 | 0 | -1
O=C(Nc1ccccc1N1CCOCC1)c1cccc(F)c1 | 0.4 | -0.1 | 7 | 4 | 4 | -6 | 105 | -2 | -2
COc1ccc(C(=O)COC(=O)C(CCSC)NS(=O)(=O)c2ccc(Cl)cc2)cc1 (stereo not drawn) | -1.5 | -0.1 | 7 | -1 | -3 | 7 | 99 | 6 | 0
CC(C)N(C(=O)NC(=O)Nc1ccc(S(=O)(=O)N2CCCC2)cc1)S(C)(=O)=O | 2.6 | 0.4 | -9 | -7 | -6 | -12 | 104 | -5 | -2
CCN1C(=O)/C(=C/c2cccs2)N(C)C1=S | -3.0 | 0.4 | -12 | -2 | 4 | -16 | 115 | 6 | 2
CC(=O)Oc1ccc(/C=N/NC(=O)CCSc2ccccc2)cc1 | -1.8 | -0.1 | 4 | 2 | 7 | 1 | 99 | 3 | 4
O=C(COc1ccc(-c2nnco2)cc1)Nc1c(F)cccc1F | 0.4 | -0.2 | 5 | 2 | 4 | 10 | 97 | 3 | 0
COc1ccc(C(=O)Nc2ccncc2)cc1OC | 0.7 | 0.0 | -9 | 3 | 2 | 3 | 97 | 1 | 1

Rewritten in CSV form: entries from further up.
molecule,MEX-5 binding,Efflux pump inh,EBNA-1 inh,Fam108B inh,MCL1-BIM inh,ZTA DNA inh,CR mimetic SO,GLD-1 RNA inh,BCLXL inh
O=C(NC1C(=O)NNC1c1ccccc1)c1ccccc1 (stereo not drawn),-0.8,0.1,-7,2,-12,5,113,-5,-4
Cc1ccc([N+](=O)[O-])c2c1C(N1CC(C)OC(C)C1)C(C)(C)O2 (stereo not drawn),2.1,-0.4,0,-6,-4,-21,109,-7,2

Continued.
SMILES | MEX-5 binding | Efflux pump inh | EBNA-1 inh | Fam108B inh | MCL1-BIM inh | ZTA DNA inh | CR mimetic SO | GLD-1 RNA inh | BCLXL inh
Cc1cc(C)n(-c2nc3ccccc3nc2N2CCN(C(=O)c3ccccc3)CC2)n1 | -1.1 | 0.1 | -9 | 0 | 8 | -19 | 117 | 7 | 10
CNS(=O)(=O)c1cccc(C(=O)OC2CCCCC2=O)c1 (stereo not drawn) | -1.7 | -0.2 | -1 | 7 | 2 | -11 | 94 | 4 | 6
COc1cc(-c2noc(C3CCCN(C(=O)c4c(F)cccc4F)C3)n2)cc(OC)c1OC (stereo not drawn) | -1.2 | 0.0 | 8 | -2 | 7 | 6 | 104 | 0 | 6
Cc1ccnc(N/N=C/c2ccccc2)n1 | -0.2 | 0.0 | -1 | 4 | -3 | 15 | 99 | 2 | 2
O=C(CN1CCN(Cc2ccccc2)CC1)NCc1ccc(Cl)cc1 | 1.8 | -0.1 | -10 | -4 | 6 | -13 | 108 | -1 | 2
Cc1ccn2c(CNC(C)c3cn(C)nc3C)c(C(=O)N3CCCCCC3)nc2c1 (stereo not drawn) | -0.7 | 3.2 | 1 | 0 | 1 | -3 | 112 | 0 | 1
CCn1c(=NC(=O)CN2C(=O)CCC2=O)sc2c(OC)ccc(OC)c21 | 0.8 | -0.1 | 1 | -2 | 5 | 6 | 102 | 0 | 6
O=[N+]([O-])c1ccc2nnn(O)c2c1 | -1.8 | -0.2 | -1 | 11 | 14 | 3 | 107 | -4 | 7
COC(=O)c1ccc(NC(=O)CN(C)S(=O)(=O)c2ccc(OC)c(C)c2)cc1 | 0.3 | 0.4 | -2 | -1 | 0 | -19 | 93 | 3 | 0
C=CCOc1ccc(/C=N/NC(=O)c2c(C)nc3ccc(Cl)cn23)cc1 | 0.1 | 0.0 | 2 | -3 | -12 | -14 | 93 | 2 | -2
Cn1c(CNc2ccc(Cl)cc2)nnc1SCC#N | 1.1 | -0.1 | 19 | 0 | 14 | -3 | 94 | 7 | 3
CC(=O)c1ccc(NC(=O)Nc2ccc([N+](=O)[O-])cc2)cc1 | 0.5 | -7.3 | 5 | -16 | 0 | -14 | 113 | -3 | 5
CCOCCCNCc1ccc(OCc2ccccc2C)c(OC)c1 | 0.3 | -0.2 | 5 | 0 | -6 | 10 | 99 | -1 | 5
O=S(CC1CC1(Cl)Cl)CC1CC1(Cl)Cl (stereo not drawn) | 0.5 | 2.7 | -6 | -2 | 3 | 7 | 73 | -2 | 6
COc1ccc2cnn(Cc3ccccc3)c(=O)c2c1OC | 3.4 | 0.0 | -7 | -5 | -8 | -2 | 96 | -3 | 0
O=C(COC(=O)c1nc(Cl)ccc1Cl)Nc1ccccc1OC(F)F | -1.7 | -0.1 | 0 | -3 | 0 | 7 | 97 | 7 | -2
CN(C)C(CNC(=O)c1ccc(C(=O)c2ccccc2)cc1)c1ccccc1 (stereo not drawn) | -0.5 | 0.0 | -3 | -1 | 3 | 4 | 105 | 2 | 5
CCS(=O)(=O)c1ccc(O)c(NC(=O)c2cc(OC)c(OC)c(OC)c2)c1 | -1.2 | 0.1 | -4 | 4 | 4 | 7 | 103 | 4 | 3
CN(C)c1ccc(C2NCCS2)cc1 (stereo not drawn) | 3.7 | 0.0 | 1 | 1 | 0 | 4 | 102 | -7 | 2
O=[N+]([O-])c1cc2c(cc1CN1CCN(CCOCCO)CC1)OCO2 | -0.5 | -0.1 | 1 | -10 | 3 | -5 | 98 | 0 | 6
COc1ccc(C(c2c(C)n(C)n(-c3ccccc3)c2=O)c2c(C)n(C)n(-c3ccccc3)c2=O)cc1OC | 0.5 | 0.0 | -4 | 2 | 2 | 9 | 103 | 8 | 5
COc1cc(NC(=S)Nc2ccccn2)cc(OC)c1OC | 0.9 | 0.0 | 8 | 7 | 18 | 4 | 113 | 0 | 9
Clc1ccc(-c2cnc3n2CCCCC3)cc1 | -0.4 | 0.0 | 7 | 1 | -3 | -4 | 87 | 1 | 4
CC(=O)c1sc(-c2ccc(Cl)cc2)nc1C | -3.3 | -0.1 | 14 | 2 | -1 | 11 | 110 | 1 | 6
COc1ccc(-c2nc(CSCC(=O)NC3CCCc4ccccc43)c(C)o2)cc1OC (stereo not drawn) | 0.0 | 0.8 | -15 | 6 | 9 | -12 | 95 | -1 | 4
CC1Cc2ccccc2N1C(=O)Cn1cc([N+](=O)[O-])cn1 (stereo not drawn) | -0.9 | -0.2 | 0 | 0 | 5 | 4 | 101 | 4 | 6
S=c1[nH]nc(Cc2sc(-c3ccccc3)nc2-c2ccccc2)o1 | -3.4 | 0.0 | -3 | -6 | -19 | 8 | 107 | 0 | -23
FC(F)(F)c1ccccc1N/N=C/c1cccnc1 | 2.2 | 0.0 | -2 | -1 | 0 | 4 | 110 | -1 | -2
O=C(c1ccccc1)c1ccc(OCC(O)CN2CCCCC2)cc1 (stereo not drawn) | 2.8 | 0.0 | -3 | 0 | 2 | 13 | 100 | -6 | 4
CCCN1CCN(C(=O)Cn2c(=O)oc3cc(S(=O)(=O)NCc4ccccc4)ccc32)CC1 | 0.0 | -0.5 | 5 | 0 | -7 | -5 | 95 | 0 | 2

5 of the compounds above, comma-delimited:
SMILES,MEX-5 binding,Efflux pump inh,EBNA-1 inh,Fam108B inh,MCL1-BIM inh,ZTA DNA inh,CR mimetic SO,GLD-1 RNA inh,BCLXL inh
Cc1ccnc(N/N=C/c2ccccc2)n1,-0.2,0.0,-1,4,-3,15,99,2,2
CCS(=O)(=O)c1ccc(O)c(NC(=O)c2cc(OC)c(OC)c(OC)c2)c1,-1.2,0.1,-4,4,4,7,103,4,3
COc1ccc(C(c2c(C)n(C)n(-c3ccccc3)c2=O)c2c(C)n(C)n(-c3ccccc3)c2=O)cc1OC,0.5,0.0,-4,2,2,9,103,8,5
C=CCOc1ccc(/C=N/NC(=O)c2c(C)nc3ccc(Cl)cn23)cc1,0.1,0.0,2,-3,-12,-14,93,2,-2
CC(=O)c1ccc(NC(=O)Nc2ccc([N+](=O)[O-])cc2)cc1,0.5,-7.3,5,-16,0,-14,113,-3,5

Screening data deposited in PubChem by several laboratories.
